Compound activity deposited in PubChem by several laboratories.
NPY-Y2 antag: NPY-Y2 receptor antagonists, primary screen, cell-based. Neuropeptide Y receptor type 2 (Homo sapiens), P49146. NPY-Y2 expressing cells, antagonist mode. inhibition, % at 2.7 µM. actives 0.99% (n = 140,000). AID 793, 2007; in the data active = inhibition above about 17%;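 note: 0% = vehicle with agonist challenge and 100% = reference antagonist with challenge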
Target sequence (P49146 whole entry, looked up): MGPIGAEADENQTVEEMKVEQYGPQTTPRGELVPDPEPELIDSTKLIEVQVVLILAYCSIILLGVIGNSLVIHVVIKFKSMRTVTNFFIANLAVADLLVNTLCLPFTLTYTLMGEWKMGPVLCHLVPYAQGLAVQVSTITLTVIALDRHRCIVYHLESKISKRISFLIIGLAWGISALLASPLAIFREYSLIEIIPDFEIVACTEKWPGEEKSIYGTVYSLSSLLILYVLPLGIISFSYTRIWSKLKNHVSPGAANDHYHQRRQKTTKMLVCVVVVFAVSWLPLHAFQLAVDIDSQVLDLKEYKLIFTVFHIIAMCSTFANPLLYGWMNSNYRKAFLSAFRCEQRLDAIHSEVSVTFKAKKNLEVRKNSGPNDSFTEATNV
GALR2 blocker: GALR2 antagonists in receptor-expressing cells, primary screen; antagonist mode; inhibition, % at 4 µM; actives 0.39% (n = 140,000); AID 828, 2007; in the data active = inhibition above about 27%;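 note: cells stimulated with galanin 1-16 at roughly its EC80; 0% = agonist challenge control and 100% = basal control without agonist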
Target sequence (O43603 whole entry, looked up): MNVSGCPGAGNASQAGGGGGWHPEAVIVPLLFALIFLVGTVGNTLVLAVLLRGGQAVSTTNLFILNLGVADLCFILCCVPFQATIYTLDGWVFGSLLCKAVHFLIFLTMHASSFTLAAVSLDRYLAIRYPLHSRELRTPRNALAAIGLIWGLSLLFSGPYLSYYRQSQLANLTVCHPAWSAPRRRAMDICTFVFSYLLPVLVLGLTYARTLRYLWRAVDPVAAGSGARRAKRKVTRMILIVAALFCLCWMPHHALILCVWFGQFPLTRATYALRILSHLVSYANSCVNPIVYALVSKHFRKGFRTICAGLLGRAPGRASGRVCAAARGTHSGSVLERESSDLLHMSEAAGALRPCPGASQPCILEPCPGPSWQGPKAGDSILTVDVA
BB579 growth dn: growth inhibitors of yeast BB579 in restrictive medium, primary screen, yeast lifespan-shortening project, S. cerevisiae | OD615, 48 h | inhibition, % at 10 µM | actives 0.51% (n = 140,000);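 active = inhibition above a set limit, 3 SD over the mean compound inhibition, cut at about 44% in these data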; note: inactives centre near -24
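test system = yeast BB579 (DeaD) | buffer or medium = restrictive CSMM-D medium | doses = single compound dose of 10 µM, 0.25% DMSO final | times = 4 h preincubation and 48 h exposure at 30 °C | technique = culture absorbance at 615 nm | benchmarks = amphotericin B 10 µg/mL, positive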
Phagocyt inh: inhibitors of macrophage phagocytosis, primary screen, imaging, J774A.1 cells, IgG beads; AID 1029, 2008; inhibition, % at 5 µM; actives 0.07% (n = 110,000); J774A.1 macrophage IgG-bead phagocytosis;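 active = inhibition above the mean of the plate negative controls plus 5 SD, cut at about 13% in these data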;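 note: phagocytic index as fraction of beads internalized from green versus red external bead signal; plate controls were DMSO negative control for no effect and cytochalasin-D positive control for full effect; some results beyond the cut were filed as inactive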
Yeast lifespan up: compounds extending yeast replicative lifespan, primary screen, S. cerevisiae, OD615; S. cerevisiae growth with nicotinamide; deaD strain in restrictive glucose medium; actives 0.68% (n = 130,000); inhibition of the nicotinamide effect, % at 10 µM;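 active = inhibition above a set limit, placed 3 SD over the median of all compounds, cut at about 26% in these data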;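 note: 0% = nicotinamide-treated wells and 100% = cells grown without nicotinamide; some compounds called inactive have numbers as strong as hits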
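Test system: DeaD-strain S. cerevisiae / Buffer or medium: restrictive glucose medium / Also added: nicotinamide 1.5 mM / Doses: one concentration, 10 µM, DMSO 0.25% / Schedule: 48 h at 30 °C / Signal: OD615 measurement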
HCT116 bCat-KO: primary screen for growth suppressors in beta-catenin knockout HCT116 cells (colon tumor, human) | viability, % at 10 µM | HCT116 beta-catenin knockout viability, CellTiter-Glo, 60 h; active compounds read low | actives 1.5% (n = 140,000) | AID 818, 2007;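 active = viability at or under a set limit, the compound median less 4 SD, cut at about 6% in these data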;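 note: 0% = Hyamine 1622 control at 20 µM and 100% = untreated cell control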
Measles CPE: compounds protecting cells from measles virus cytopathic effect, primary screen, measles RdRp inhibitor project, single point, MLSMR library, absorbance. Measles virus-infected cells, CPE protection. protection (pct of control), % at 4 µM. actives 1.5% (n = 140,000). AID 841, 2007; in the data active = protection mostly above about 24%, no sharp cut-off; inactive = mostly below about 26%; note: some compounds called inactive have numbers as strong as hits
E-sel TNF inh: E-selectin induction blockers in HUVEC – imaging, immunofluorescence, high content, primary screen; HUVEC TNFa-induced E-selectin immunofluorescence; inhibition, % at 2 µM; actives 0.71% (n = 120,000); AID 1246, 2008;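 active = inhibition above the batch mean plus 3 SD, and confirmed as a hit on visual image review, cut at about 43% in these data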;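 note: 0% = TNF-stimulated DMSO wells and 100% = unstimulated control wells; not every result past the cut was called active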
HCT116 PTEN-null: growth suppression of PTEN-null HCT116, primary screen, cell-based, CellTiter-Glo. AID 827, 2007. actives 1.2% (n = 140,000). HCT116 PTEN-null viability, 60 h; active compounds read low. viability, % at 10 µM;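 active = viability at or below a set limit, 4 SD under the median of all tested compounds, cut at about 3.7% in these data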;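 note: PTEN knockout HCT116 line with beta catenin targeted HCT116 as companion control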
MRP-1 activ: H69AR viability gain despite doxorubicin, primary screen, MRP-1 activator project, H69AR cells, CellTiter-Glo | viability rescue | viability increase, % at 10 µM | actives 0.61% (n = 140,000) | AID 799, 2007;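 active = viability gain under doxorubicin at or above a set limit, the compound median plus 3 SD, cut at about 4.7% in these data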;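 note: MRP-1 overexpressing cells given doxorubicin 25 µM after compound pretreatment; 18-22 h compound pretreatment then 72 h with doxorubicin before readout; 0% = doxorubicin-only wells and 100% = vehicle-treated cells without doxorubicin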
The depositor's hits bear a star; nt = not tested or not shown.

Values run as follows: E-sel TNF inh, GALR2 blocker, HCT116 PTEN-null, BB579 growth dn, Phagocyt inh, Yeast lifespan up, NPY-Y2 antag, MRP-1 activ, HCT116 bCat-KO, Measles CPE
[1] C=CCn1cc(C(=O)NCCCOCC)c(=O)c2cc(S(=O)(=O)N(CC)CC)ccc21
    16.5, 7.2, 104.9, -67.3, -1.5, -9.9, 1.2, -1.6, 88.3, nt
[2] CCOC(=O)Cc1csc(NC(=O)c2ccco2)n1
    -5.2, -0.9, 93.0, -45.2, 2.8, -5.3, 1.6, -0.4, 95.5, 2.9
[3] O=C(c1ccccc1)c1ccc2ccccc2n1
    2.4, 4.8, 110.0, -21.8, 0.5, -9.6, 1.6, 0.6, 93.2, 9.3
[4] COc1ccc(N=C2NC(=O)/C(=C/c3ccc(O)c(OC)c3)S2)cc1
    nt, 1.7, 51.8, -58.5, -11.5, -5.7, 13.6, -4.2, 62.6, 12.0
[5] COc1cc(NC(=O)CSc2nnc(C)s2)cc(OC)c1
    -9.8, -6.1, 94.8, -33.9, 0.2, -12.2, 0.9, -0.5, 92.3, 9.3
[6] Cc1cc(C)c2nc(SCc3ccc([N+](=O)[O-])cc3)nc(C)c2c1
    38.5, 0.8, 83.7, -23.6, nt, -20.2, 0.7, -1.6, 77.4, 37.6
[7] CCS(=O)(=O)N1CCC(C(=O)NCc2ccc(F)cc2)CC1
    0.1, 3.4, 108.3, -26.7, -0.1, -11.3, 3.5, -2.2, 106.1, 11.7
[8] CC1CCCN(C(=O)C2CCN(CCCc3ccccc3)CC2)C1 (centres undefined)
    nt, 3.5, 98.0, -33.1, 1.8, -5.2, 5.7, -2.9, 102.1, 28.2
[9] COc1ccc2cc3cc(C(=O)NCCN4CCN(Cc5ccccc5)CC4)oc3nc2c1
    16.4, -7.7, 46.6, 7.3, nt, -11.1, 5.2, -4.9, 40.6, 11.7
[10] CCn1c(SCC(=O)N/N=C/c2c[nH]c3ccccc23)nnc1-c1ccc(C(C)(C)C)cc1
    nt, 6.3, 73.8, -7.2, -3.3, 5.4, 5.8, -2.6, 81.6, 10.2
[11] Clc1ccc(-c2nnc3sc(-c4ccc(Br)o4)nn23)cc1
    12.7, -6.9, 110.5, -74.5, -1.5, -17.7, 3.8, 1.9, 103.6, 5.2
[12] CCNc1nnc(-c2ccc(C)cc2)o1
    -21.0, 16.6, 91.7, -23.9, -0.3, -13.1, 1.5, 0.4, 89.8, 38.6*
[13] Cn1c(SCc2cccnc2)nc2cccnc21
    -0.1, 6.3, 99.6, -33.3, -0.8, -15.5, -2.5, 1.2, 112.6, 15.8
[14] Cc1c(NC(=O)C2CCCN(S(=O)(=O)c3cnc[nH]3)C2)c(=O)n(-c2ccccc2)n1C (centres undefined)
    -4.9, 10.7, 102.0, -5.4, -0.3, -3.0, 1.8, 0.5, 96.8, 8.6
[15] COCCCN(C(C)=O)c1nc(-c2ccc(OC)cc2)cs1
    28.8, -1.8, 62.7, -47.8, 4.4, -14.6, 4.2, -0.8, 63.2, 2.5
[16] CCc1cccc(CC)c1NC(=O)CSc1nnc(C(C)C)n1CC
    nt, -4.9, 99.6, -49.9, -0.7, -13.8, 0.3, 0.0, 103.6, 5.6
[17] O=C(NC1(C(F)(F)F)NC(=O)N(C2CCCCC2)C1=O)c1cccs1 (centres undefined)
    -8.9, 4.0, 90.9, -63.7, -1.2, -1.6, -0.5, 0.6, 98.6, 16.5
[18] O=C(Cc1cccs1)Nc1ccc(C(=O)O)cc1
    -16.0, 1.8, 95.4, -14.9, nt, -6.4, 0.9, -0.9, 105.5, 4.6
[19] COc1ccc(N2CCCCn3c2nc2c3c(=O)[nH]c(=O)n2C)cc1
    -44.6, 14.4, 88.3, -43.6, -2.4, -15.9, 1.2, -1.3, 88.5, 12.0
[20] C#CC1(O)CC(C)NCC1(C)CCC#N (centres undefined)
    -23.4, -5.4, 109.6, -27.7, -2.2, -5.7, 2.8, 1.1, 107.4, 12.5

Structures listed so far marked active in Measles CPE:
| # | smiles | E-sel TNF inh | GALR2 blocker | Phagocyt inh | Yeast lifespan up | NPY-Y2 antag | Measles CPE |
| --- | --- | --- | --- | --- | --- | --- | --- |
| 12 | CCNc1nnc(-c2ccc(C)cc2)o1 | -21.0 | 16.6 | -0.3 | -13.1 | 1.5 | 38.6* |

Going on with the list.
Values run as follows: E-sel TNF inh, GALR2 blocker, HCT116 PTEN-null, BB579 growth dn, Phagocyt inh, Yeast lifespan up, NPY-Y2 antag, MRP-1 activ, HCT116 bCat-KO, Measles CPE
[21] Cc1ccccc1Oc1ccc(NC(=O)C2CC=CCC2C(=O)O)cc1 (centres undefined)
    16.9, -0.8, 97.2, -22.0, 0.7, -3.7, 1.2, -1.6, 87.8, 5.9
[22] CCc1nc2ccccc2n1CCC(=O)O
    15.8, 4.6, 95.6, -20.7, nt, nt, 1.0, -0.9, 99.6, 3.8
[23] O=C(OCc1nc2scc(-c3ccccc3)c2c(=O)[nH]1)c1cccc([N+](=O)[O-])c1
    1.9, -1.4, 105.4, -25.1, 6.5, -7.0, 1.9, 0.1, 101.3, 8.5
[24] O=C(CC(Cc1ccccc1)c1ccco1)NC1CCCCC1 (centres undefined)
    7.3, 8.2, 66.0, -11.0, -1.4, 2.9, 5.3, -3.6, 78.7, 10.8
[25] COc1cc(C2C(C(C)=O)=C(O)C(=O)N2CCc2ccc(OC)c(OC)c2)ccc1O (centres undefined)
    3.2, 0.5, 99.0, -14.8, -0.5, -8.5, 0.4, -0.3, 97.6, 2.9
[26] Cc1c(N=Cc2c(O)n(C3CCCCC3)c(=O)[nH]c2=O)c(=O)n(-c2ccccc2)n1C
    nt, 2.5, 99.6, -68.8, -0.3, -1.7, -0.7, -1.8, 93.0, 1.7
[27] CCOc1ccc(NC(=O)CCS(=O)(=O)c2cccc3nsnc23)cc1
    -26.9, -2.1, 79.8, -30.8, -2.3, -4.4, -1.1, -2.2, 81.1, 4.4
[28] CCOc1ccc(-c2nnc3ccc(SCC(=O)Nc4nc5ccccc5s4)nn23)cc1
    nt, 6.1, 77.8, -19.5, -10.3, 0.2, 2.7, -2.7, 83.0, 18.7
[29] O=C(O)COc1ccc(Br)cc1/C=N/O
    16.4, 4.0, 99.6, -33.0, 0.8, -13.4, 2.1, -0.4, 104.6, 2.2
[30] COc1cc(C(=O)O)cc(NC(=O)c2cccs2)c1OC
    nt, -0.7, 98.3, -45.0, -3.2, 1.4, 3.1, 0.4, 90.1, 14.4
[31] CCc1cc2cc(C)cc(C)c2nc1SCC(=O)N1CCCC1
    6.4, -6.0, 97.8, -8.9, nt, nt, 1.4, 0.1, 93.9, 7.2
[32] CC(C)OCC(O)CCc1n[nH]c(=S)n1-c1ccccc1 (centres undefined)
    nt, 5.3, 96.6, -6.1, -1.0, -2.9, -0.7, -0.8, 83.7, 31.8
[33] COc1ccc(S(=O)(=O)N2CCOCC2)c(C)c1C
    2.0, 10.3, 93.9, -25.1, nt, nt, -1.4, -1.2, 96.7, 19.8
[34] COC(=O)CC1SC(=O)NC1=O (centres undefined)
    -0.1, 6.1, 100.6, -16.2, -0.1, -17.3, 1.6, 7.2*, 89.4, 29.2
[35] CC(=O)N1N=C(c2ccc3ccccc3c2)OC1(C)C
    5.3, -3.9, 72.9, 15.2, nt, 1.1, 7.3, -3.0, 71.3, 11.7
[36] CSC1=NCCN1C(=O)c1ccc(S(=O)(=O)N2CCOCC2)cc1
    -13.8, 11.8, 97.6, -40.6, -0.2, -0.6, 3.6, 0.2, 98.3, 16.5
[37] Clc1ccccc1Cn1nnc(-c2cccs2)n1
    -3.0, -12.7, 99.4, -50.7, -0.4, -12.5, 5.0, -1.5, 92.9, 3.3
[38] Cc1ccc(Oc2ccc3c(c2)C(=O)N(c2cccc4cccnc24)C3=O)cc1
    15.5, -1.6, 84.7, -46.8, 1.7, 3.9, 8.5, 0.0, 78.0, 1.6
[39] CCc1nnc(NC(=O)CSc2nnc(C)n2Cc2ccccc2)s1
    0.7, -1.9, 91.5, -24.5, nt, nt, 5.6, -2.2, 95.5, 9.5
[40] Cc1[nH]nc2c1C(c1ccc(F)cc1)C(C#N)=C(N)O2 (centres undefined)
    nt, 10.8, 104.5, -46.7, -0.9, 3.5, 2.9, 1.5, 96.8, 19.3
[41] COc1ccc(S(=O)(=O)N(C)c2ccc(C(=O)NCC3CCCO3)cc2)cc1 (centres undefined)
    27.4, -4.2, 102.0, -15.2, -3.2, -4.3, -2.3, -2.0, 91.7, 10.5
[42] CCn1c(=NC(=O)c2ccco2)sc2cccc(F)c21
    nt, -1.6, 80.0, -5.4, -0.4, -10.7, 11.1, -4.8, 78.5, 12.3
[43] Nc1c(C(O)(C(F)(F)F)C(F)(F)F)ccc2ccccc12
    -20.5, 8.0, 35.2, -33.0, nt, -15.2, 0.7, -3.9, 26.4, 8.3
[44] C=C(C)CSc1nnc(-c2ccc(OC)c(OC)c2)n1N
    nt, -3.5, 109.6, -9.6, -0.4, -5.5, 1.1, 0.6, 101.3, 10.6
[45] COCCOC(=O)c1c(C)oc2ccc(OCC=C(C)C)cc12
    25.5, -11.1, 96.2, -33.3, -0.8, -35.2, 10.8, 0.4, 93.6, 3.2
[46] CCOC(=O)C1CCCN(C(=O)CN2C(=O)/C(=C/c3ccc(OC)cc3)Oc3ccccc32)C1 (centres undefined)
    nt, -5.9, 49.3, -52.1, -9.2, -0.7, 14.7, 2.0, 54.3, 7.0
[47] CCOC(=O)C1CCN(c2ncnc3nc[nH]c23)CC1
    -24.2, 13.0, 113.9, 20.6, -0.2, -3.1, 2.9, -2.1, 116.6, 3.2
[48] [O-]/[N+](=C/c1ccc(F)cc1)c1ccccc1
    9.6, -7.7, 91.4, -29.7, nt, -23.4, -0.1, -4.5, 94.2, 31.8
[49] Cc1ccc(OCc2n[nH]c(=S)n2C2CCCCC2)cc1
    -36.7, 5.5, 87.1, -23.0, nt, 2.5, 6.2, -2.1, 88.7, 27.7
